# Bioassay records (PubChem BioAssay)
# CCT chaperon mod = changes cytosolic chaperonin activity; purified chaperonin ATPase assay, HTRF ADP detection, 30 min; 360,000 compounds, 0.3% hits; activity change, % (no concentration beside the values), hits read low; AID 651819; in the data active = activity change below about -30%; note: % is set by controls: 0 for no effect and ±100 for the full control effect
#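 Nucleotide hydrolysis assay: TRiC at 20–40 nM final (set by batch activity) with 10 uM ATP, 30 min at 37 °C, in presence of 76 uM compound. Detection by competitive ADP HTRF, 30 min ambient.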
# TGFb inhibitor = inhibitors of TGF-b signaling. HepG2 CAGA-GFP TGF-b/SMAD3 reporter, GFP fluorescence, 18 h; TGF-beta stimulated, 500 pg/mL final. Potency, µM (series often up to 46.1 µM), for inactives: top-dose activity, negative = inhibition, usual class: inhibitors. 410,000 compounds, 1.2% hits; note: potency is the fitted concentration of half-maximal effect; % is set by controls: 0 for no effect and ±100 for the full control effect; nearly all actives have a fitted effect of over 65% in size
#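 Smad-responsive CAGA-GFP expression was quantified in HEPG2 cells exposed to compounds and 500 pg/mL final TGF-beta for 18 h at 37 degrees C; unstimulated wells defined full inhibition.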
# MmCpn inh = M. maripaludis TRiC chaperonin inhibition; Potency, µM (highest dose often 76.9 µM), inactives show at the highest dose activity, negative = inhibition, hits mostly inhibitors; purified Mm-Cpn ATPase, ADP Transcreener TR-FRET; AID 504842; 330,000 compounds, 0.031% hits; note: potency is the fitted concentration of half-maximal effect; % is set by controls: 0 for no effect and ±100 for the full control effect; nearly all actives have a fitted effect of over 80% in size
#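 Reaction buffer contained 30 mM Tris pH 7.4, 100 mM KCl, 5 mM MgCl2 and 1 mM DTT. Mm-CPN (25 nM final) hydrolysed 10 uM ATP over 30 min at 37°C; ADP was read by HTRF.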
# Nrf2 inh = Nrf2 pathway inhibition | A549 ARE-Fluc reporter, luciferase luminescence, 18-24 h | 360,000 compounds, 2.1% hits | Potency, µM (doses to about 46 µM), for inactives: top-dose activity change, negative = inhibition, actives largely listed as inhibitors | AID 504444; note: potency is the fitted concentration of half-maximal effect; % is set by controls: 0 for no effect and ±100 for the full control effect; nearly all actives have a fitted effect of over 60% in size
#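 Cells were seeded and rested 2 h, then exposed to compounds for 18-24 h. CellTiter-Fluor was read first as a viability measure. BugLite was added 15 min before the final luminescent read of ARE-luciferase activity in A549 cells.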
# A549 tox = kills or reduces viability of A549 cells in Nrf2 counter-screen; A549 ARE-Fluc cells, CellTiter-Fluor viability, 18-24 h; Potency, µM (series often up to 46 µM), without a hit: at the top dose activity change, negative = cytotoxicity, usual class: inhibitors; 390,000 compounds, 0.16% hits; AID 504648; note: potency is the fitted concentration of half-maximal effect; % is set by controls: 0 for no effect and ±100 for the full control effect
#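 Cytotoxicity counterscreen: CellTiter-Fluor fluorescence was measured in A549 ARE_Fluc cells after 18-24 h of compound exposure in a concentration series. The subsequent BugLite luminescent read reports ARE-luciferase activity.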
# EPAC2 antagonist = EPAC2 (human) antagonism; 360,000 compounds, 0.18% hits; AID 720708; EPAC2 GEF exchange of Rap1B-BODIPY-GDP, fluorescence; Potency, µM (titrated, usually from 114 µM), without a hit: top-dose activity, negative = inhibition, most hits filed as inhibitors; note: potency is the fitted concentration of half-maximal effect; % is set by controls: 0 for no effect and ±100 for the full control effect; nearly all actives have a fitted effect of over 45% in size; many of its hits are not listed in these tables
# Target sequence (Q8WZA2 whole entry, looked up): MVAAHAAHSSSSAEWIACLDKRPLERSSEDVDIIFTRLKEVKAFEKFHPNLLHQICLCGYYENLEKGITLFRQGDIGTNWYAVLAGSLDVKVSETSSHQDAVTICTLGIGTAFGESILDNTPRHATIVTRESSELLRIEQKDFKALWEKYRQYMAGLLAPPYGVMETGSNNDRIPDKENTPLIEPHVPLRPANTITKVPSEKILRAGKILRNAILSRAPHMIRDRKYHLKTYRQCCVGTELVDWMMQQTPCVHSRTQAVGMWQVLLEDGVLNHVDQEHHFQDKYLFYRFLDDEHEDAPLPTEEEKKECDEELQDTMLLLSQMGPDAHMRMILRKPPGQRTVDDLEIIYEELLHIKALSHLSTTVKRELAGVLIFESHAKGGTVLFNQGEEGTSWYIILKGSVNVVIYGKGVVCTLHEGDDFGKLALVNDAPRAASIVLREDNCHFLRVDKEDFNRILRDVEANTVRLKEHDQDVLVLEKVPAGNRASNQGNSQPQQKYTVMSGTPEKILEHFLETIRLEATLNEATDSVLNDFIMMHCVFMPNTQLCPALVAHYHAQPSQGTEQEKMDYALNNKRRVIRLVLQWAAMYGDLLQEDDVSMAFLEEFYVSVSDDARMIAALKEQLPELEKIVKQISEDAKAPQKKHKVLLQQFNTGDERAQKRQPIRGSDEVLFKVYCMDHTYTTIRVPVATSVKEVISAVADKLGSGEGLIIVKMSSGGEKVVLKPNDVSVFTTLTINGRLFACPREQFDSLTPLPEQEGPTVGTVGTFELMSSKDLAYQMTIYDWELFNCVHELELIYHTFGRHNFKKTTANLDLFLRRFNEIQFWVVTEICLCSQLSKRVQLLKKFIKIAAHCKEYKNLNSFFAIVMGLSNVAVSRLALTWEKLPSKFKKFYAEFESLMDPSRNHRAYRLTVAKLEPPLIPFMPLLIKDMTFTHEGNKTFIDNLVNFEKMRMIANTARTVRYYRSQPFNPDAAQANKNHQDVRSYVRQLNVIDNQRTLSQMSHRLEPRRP
# EPAC2 ag = agonists of human EPAC2 (RAPGEF4). 360,000 compounds, 0.079% hits. EPAC2 activation, biochemical qHTS; response scale: 100% = 6.5 mM cAMP response. Potency, µM (doses to about 154 µM), without a hit: at the top dose activation, hits mostly activators; note: potency is the fitted concentration of half-maximal effect; nearly all actives have a fitted effect of over 50% in size
#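 Nucleotide exchange monitored as fluorescence drop when BODIPY-GDP leaves Rap1B. Reaction: 100 nM EPAC2, 250 nM RAP1B-BODIPY-GDP, 50 uM GDP, room temperature, kinetic read over 30 min. Activity expressed relative to 6.5 mM cAMP.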
# Nrf2 ARE act = activators of Nrf2 (ARE) signaling; AREc32 ARE-luciferase reporter (MCF7-derived line), luminescence, 24 h; Potency, µM (series often up to 46.1 µM), for the others: at the top dose activation, most hits filed as activators; 410,000 compounds, 0.31% hits; AID 624171; note: potency is the fitted concentration of half-maximal effect; % of control where 0% means no effect; nearly all actives have a fitted effect of over 65% in size
#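 Reporter line AREc32 (ARE-Fluc), seeded overnight in OPTI-MEM with 5% FBS; compound pin-transferred, 24 hr at 37 deg C, 5% CO2; luminescent read-out.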
# Akt phos inh = blocks phosphorylation of Akt | Neuro2A IGF-stimulated pAkt S473 HTRF, 20 min; hits give low values | activity change, % for hits at 50 µM | 360,000 compounds, 0.32% hits; in the data active = activity change below about -80%; inconclusive = mostly about -51% to -80%; note: % is set by controls: 0 for no effect and ±100 for the full control effect
#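 Neuro2A cells (4,500/well, DMEM with 0.5% FBS) were treated with compound at a single 50 µM final concentration, stimulated with 6 nM IGF for 20 min at 37 °C, and lysed. Phospho-Akt Ser473 was read by HTRF as 665/615 ratio ×10^4.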
# Active calls of the source: *; i = inactive; ? = inconclusive; nt = no result given; & = joins results of further samples; [ ] = another dose, or the depositor's remark. Unless noted, calls come from the whole dose curve; as a rule, active = well fitted curve in the direction sought with a large enough effect; inconclusive = small, poorly fitted or top-dose-only effect, or another doubt; inactive = no such curve, though single readings can be large; an effect the other way counts as inactive or inconclusive.
SMILES,CCT chaperon mod,TGFb inhibitor,MmCpn inh,Nrf2 inh,A549 tox,EPAC2 antagonist,EPAC2 ag,Nrf2 ARE act,Akt phos inh
Cc1cc2c(c(=O)o1)C(c1cccs1)C(C#N)=C(N)O2 (centres undefined),0.9,4%,1%,7%,-9%,8%,0%,7.4%,i
COc1cc2c(cc1OC)C(c1ccc(C)o1)CC(=O)N2 (centres undefined),0.0,0%,2%,-6%,0%,-14%,-4%,6.8%,i
Cn1c(Oc2ccncc2)nc2cc(-c3ccsc3)sc2c1=O,-0.8,0%,nt,nt,nt,9%,11%,?,i
COc1ccc(N2C(=O)CC(Nc3ccc(N4CCOCC4)cc3)C2=O)c(OC)c1 (centres undefined),-1.7,1%,-2%,-16%,-7%,-6%,13%,0.3%,i
COc1ccc(OC)c(NC(=O)C2(C)CCN2Cc2ccccc2Cl)c1 (centres undefined),0.4,0%,nt,nt,nt,-15%,11%,5.7%,i
O=C(Cc1ccc2c(c1)OCCO2)Nc1ccc(Cl)c(S(=O)(=O)N2CCOCC2)c1,2.4,-14%,1%,?,10%,15%,5%,4.3%,i
CC(C)CNC(=O)COC(=O)c1ccc(Cl)c(S(N)(=O)=O)c1,0.7,-3%,1%,17%,-4%,-1%,1%,0.1%,i
Cc1ccc(N2CCN(C(=O)c3ccc(Nc4nc5ccccc5n5nnnc45)cc3)CC2)c(C)c1,nt,-2%,nt,9%,2%,nt,nt,3.1%,nt
O=[N+]([O-])c1cc2c(c3cccnc13)COCO2,-0.2,?,nt,-21%,9%,-1%,10%,?,i
CCC(C)(C)NC(=O)C(c1ccccc1Cl)N(C(=O)CCC(=O)Nc1cc(C)on1)c1ccc(NC(C)=O)cc1 (centres undefined),-1.4,-3%,-1%,-30%,13%,17%,-2%,-0.6%,i
C=C(C)Cn1c(SCC(=O)Nc2cccc(C)c2)nc2sc3c(c2c1=O)CCCC3,nt,-22%,nt,-11%,-1%,nt,nt,6.9%,nt
Cc1oc2c(c1C(=O)Nc1ccc(C(=O)O)cc1)CCCC2,-2.3,-16%,1%,9%,-3%,-6%[57.1 µM],4%,0.1%,i
CCCOc1ccccc1C(=O)N1CCCCC1CCN1CCOCC1 (centres undefined),nt,-13%,nt,11%,-3%,nt,nt,-0.3%,nt
COC(=O)CSc1nc2cc(C)ccc2cc1C#N,0.7,18%,-3%,?,0%,7%,5%,4.6%,i
CCN1C(=O)N[C@@H](c2cccs2)C(C(=O)OC)=C1C,-0.1,26%,nt,-1%,-3%,-4%,9%,-1.2%,i
CCc1nnc(NC(=O)C2c3ccccc3Oc3ccccc32)s1,-1.5,-11%,1%,nt,20%,5%,-10%,3.2%,i
N/C(=N\OC(=O)CCCN1C(=O)c2ccccc2C1=O)c1ccc(Br)cc1,-2.5,6%,nt,-16%,-2%,-1%,10%,4.3%,i
O=S(=O)(Nc1nc2ccccc2nc1N1CCc2ccccc2C1)c1ccc(Cl)cc1,-1.7,-5%,1%,?,-12%,-12%,14%,29%,i
CC(C)NS(=O)(=O)c1ccc(OCC(=O)N2CCN(c3ccccc3F)CC2)cc1,nt,-2%,nt,-20%,0%,nt,nt,4.6%,nt
CCc1nc2ccc(C(=O)Nc3cc(-c4ccccc4)ccc3OC)cn2c1N(C)CCC(C)C,-0.9,?,nt,nt,nt,-10%,3%,-2.4%,i
COc1ccccc1N1CCN(S(=O)(=O)c2cn(C)c(=O)n(C)c2=O)CC1,-1.2,1%,-1%,?,3%,2%,5%,-1.1%,i
Cn1cccc1/C=N/n1c(-c2ccccc2)n[nH]c1=S,0.6,1%,1%,-13%,3%,-11%,-4%,3.1%,i
COc1ccc(CCNC(=O)c2ccc3c(c2)N(Cc2ccccc2F)C(=O)c2ccccc2S3(=O)=O)cc1OC,nt,16%,nt,?,1%,nt,nt,-0.3%,nt
CCN(CC)S(=O)(=O)c1ccc2nc(SC)sc2c1,-0.4,14%,0%,-2%,10%,-6%,5%,0.2%,i
CN(C)S(=O)(=O)c1cccc(NC(=S)N/N=C/c2ccco2)c1,-2.0,?,0%,9%,-4%,8%,10%,?,i
CCOC(=O)CNC(=O)c1cc2c(=O)[nH]c3ccc(C)cc3c2s1,-0.2,20%,-4%,2%,1%,-5%,4%,-1.0%,i
CC(=O)Nc1ccc(NC(=O)Cn2c(=O)n(-c3ccc(F)cc3)c(=O)c3oc4ccccc4c32)cc1,2.4,-17%,0%,?,-19%,28%,-5%,3.7%,i
CCS(=O)(=O)N1CCc2cc(C(=O)NCc3ccccc3OC)ccc21,nt,-1%,nt,-27%,2%,nt,nt,4.4%,nt
CCOC(=O)c1sc2nc(N3CCOCC3)c3c(c2c1N)CCCC3,-2.2,-1%,-1%,-10%,1%,10%,-23%,-0.2%,i
Cc1ccc(C(=O)OCC(=O)NNC(=O)c2ccc([N+](=O)[O-])cc2)o1,-0.8,-2%,1%,1%,-4%,6%,2%,-0.7%,i

# Three compounds already listed, arranged by number of heavy atoms, high to low:
SMILES,CCT chaperon mod,TGFb inhibitor,MmCpn inh,Nrf2 inh,A549 tox,EPAC2 antagonist,EPAC2 ag,Nrf2 ARE act,Akt phos inh
O=S(=O)(Nc1nc2ccccc2nc1N1CCc2ccccc2C1)c1ccc(Cl)cc1,-1.7,-5%,1%,?,-12%,-12%,14%,29%,i
COc1ccccc1N1CCN(S(=O)(=O)c2cn(C)c(=O)n(C)c2=O)CC1,-1.2,1%,-1%,?,3%,2%,5%,-1.1%,i
Cn1cccc1/C=N/n1c(-c2ccccc2)n[nH]c1=S,0.6,1%,1%,-13%,3%,-11%,-4%,3.1%,i

# Following part:
SMILES,CCT chaperon mod,TGFb inhibitor,MmCpn inh,Nrf2 inh,A549 tox,EPAC2 antagonist,EPAC2 ag,Nrf2 ARE act,Akt phos inh
CC(NC(=O)COc1ccccc1)C(=O)NC1=NCCS1 (centres undefined),-0.7,-29%,0%,18%,16%,26%,2%,1.8%,i
CC1CC(=O)N(C)c2cc([N+](=O)[O-])ccc2N1 (centres undefined),-1.3,19%,0%,-12%,-7%,-3%,0%,22%,i
COc1cccc(-c2nnn(CC(=O)N3CCC(C)CC3)n2)c1,-3.5,-1%,0%,8%,-5%,4%,4%,3.3%,i
Cc1ccc(-c2csc(NC(=O)C3CC=CCC3C(=O)O)c2C(=O)OC(C)C)cc1 (centres undefined),-2.7,-25%,-7%,nt,-2%,-3%,-3%,-0.1%,i
CCOc1ccccc1OCCCC(=O)Nc1ccc(Cl)c(S(=O)(=O)N2CCOCC2)c1,-0.2,?,0%,16µM*,-12%,-3%,10%,4.2%,i
CSc1ccc(CNc2ccc(Cl)cc2)cc1,1.1,-19%,-6%,12%,-13%,-9%,18%,0.4%,i
Cc1ccnc2c1ccc1ccccc12,-3.9,-7%&37%,-2%,5%,1%,-9%,11%,1.1%,i
CCOC(=O)c1ccc(NC(=O)c2nc[nH]c2C(=O)N[C@@H](CC(C)C)C(=O)OCc2ccccc2)cc1,0.3,?,0%,-11%,-9%,-13%,-10%,-0.2%,i
Cc1cc[n+](CCc2ccccc2)cc1C,-1.7,-9%,0%,-19%,-7%,-6%,5%,-0.2%,i
O=C(CCCNS(=O)(=O)c1cccc2nsnc12)NCCc1ccccc1,-1.7,8%,-2%,2%,-15%,11%,7%,-0.1%,i
COC(=O)c1oc2ccccc2c1N,-3.5,-7%,-2%,15%,-3%,-1%,7%,3.2%,i
NCCNCCNCCN,-0.9,0%,2%,4%,1%,-11%,5%,-0.2%,nt
CCCCOc1ccccc1N,-1.3,13%,1%,0%,1%,7%,1%,-0.6%,i
CC(C)C(NC(=O)/C=C/c1ccc(F)cc1)C(C)C,-0.4,-3%,1%,-19%,-11%,-3%,-13%,-1.5%,i
CCOC(=O)c1sc(N(Cc2ccccc2)C(=O)CSc2nnc(C3CC3)n2N)nc1C,0.8,8%,0%,4%,-18%,-11%,4%,3.2%,i
C=CCn1c(=O)/c(=C/c2ccc(O)cc2)s/c1=C(/C#N)c1nnc2n1CCCCC2,0.1,5%,1%,?,?,3%,21%,-0.2%,i
Cc1cc(NC(=O)CSCC(=O)Nc2ccccc2Oc2ccccc2)no1,-0.8,-9%,-4%,-25%,-7%,-4%,-3%,0.3%,i
Cc1cc(C)nc(N/N=C/c2cc3c(cc2[N+](=O)[O-])OCO3)n1,0.3,4%,2%,-23%,0%,-7%,9%,-0.1%,i
S=c1[nH]nc(C2CCCCC2)n1/N=C/c1ccc(Br)cc1,-1.7,13%,-1%,-27%,-10%,-13%,-7%,-1.5%,i
CN(Cc1ccccc1)S(=O)(=O)c1ccc(OCC(=O)NCc2ccncc2)cc1,-1.9,-24%,-1%,0%,8%,-7%,10%,0.2%,i
COc1ccc(C(=O)OC2CCN(c3ncc(C(F)(F)F)cc3Cl)CC2)cc1,-0.8,-19%,-1%,?,-13%,-2%,-10%,-0.1%,i
CC1CN(C(=O)Nc2ccc(F)cc2F)CC(C)O1 (centres undefined),-20,3%,0%,7%,-3%,1%,0%,-0.5%,i
C=CCN1C(=O)C(CC(=O)Nc2ccccc2)SC1=Nc1ccc(S(N)(=O)=O)cc1 (centres undefined),-2.9,7%,-6%,-11%,-1%,-5%,-2%,-0.3%,i
CC1Cc2ccccc2N1C(=O)CSc1nc(-c2ccco2)cc(C(F)(F)F)n1 (centres undefined),-3.5,-11%,-1%,2%,4%,-1%,-7%,4.6%,i
O=C(Cc1ccccc1)Nc1ccc(C(=O)Nc2ccccc2C(=O)O)cc1,-1.8,-12%,0%,-10%,-1%,-21%,11%,0.5%,i
CC(C)(c1ccc(O)cc1)c1ccc(O)c(C(=O)O)c1,1.0,0%,nt,nt,nt,-11%,3%,-0.4%,i
O=c1oc(-c2ccc(O)c(O)c2)cc2cccc(O)c12,-0.1,-20%,-3%,6%,0%,3%,15%,?,i
OC(Cc1ccccc1)c1ncc(-c2ccc3ccccc3c2)[nH]1 (centres undefined),-1.1,-28%,nt,nt,nt,0%,16%,1.3%,i

# Only part of the results is shown; rates above refer to the full screens.
